High-throughput results deposited in PubChem by National Center for Advancing Translational Sciences (NCATS).
HT1080-NT tox: kills 2HG-producing HT-1080-NT fibrosarcoma cells; AID 686970; Potency, µM (titrated, usually from 46.1 µM), for the others: top-dose activity, negative = less viability, most hits filed as cytotoxic; HT-1080-NT fibrosarcoma viability, CellTiter-Glo ATP luminescence, 48 h; 360,000 compounds, 1.6% hits;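 also: NT is the 2HG producing partner of a matched IDH1 knockdown line; potency is read from the fitted curve at half-maximal effect; 0% = DMSO-treated cells and -100% = media-only wells without cells; nearly all actives have a fitted effect of over 55% in size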
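750 cells/well, RPMI + 5% FBS; 2 h settle, compound pin-transfer, 48 h at 37 degrees C. CellTiter-Glo 10 min RT, luminescence. Normalized to DMSO and media-only wells.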
HT1080 IDH1KD tx: HT-1080 IDH1 knockdown cell toxicity (counter line) | HT-1080 IDH1 knockdown viability, ATP luminescence, 48 h | Potency, µM (titrated, usually from 46.1 µM), inactives show at the highest dose activity, negative = toxicity, most hits filed as cytotoxic | 360,000 compounds, 2% hits | AID 686971;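 also: potency is read from the fitted curve at half-maximal effect; 0% = DMSO wells and -100% = cell-free medium wells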
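Using the IDH1-knockdown HT-1080 line run in the same batch and compound series as the NT line, viability after 48 h at 37 °C was determined by CellTiter-Glo luminescence and expressed as % activity.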
SW480 rereplic: DNA re-replication induction in SW480 cells | Potency, µM (top dose mostly 46.1 µM), inactives show at the top dose re-replication activation, hits mostly activators | SW480 DNA re-replication, Hoechst DNA content imaging, 48 h | 340,000 compounds, 1.8% hits; also: potency is read from the fitted curve at half-maximal effect; % of control where 0% means no effect; nearly all actives have a fitted effect of over 55% in size
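Quantitative HTS format with DMSO vehicle controls; 48 hr drug incubation at 37 C, then 40 min Hoechst staining and scanning imager measurement at 405 nm excitation.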
IL1B secr inh: inflammasome signaling inhibition, IL-1 beta readout; activity change, % at 57.5 µM; 360,000 compounds, 4.7% hits; THP-1 LPS/ATP IL-1B secretion, AlphaLISA, 16 h; stronger effect = lower value; in the data active = activity change below about -50%; inconclusive = mostly about -30% to -49%; also: % is scaled to controls: 0 for no effect and ±100 for the full control effect
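Secreted IL-1B measured by AlphaLISA bead assay after 16 h compound exposure of THP-1 cells; compounds (final up to 57.5 uM) added 1 h before LPS (250 ng/mL) and ATP (1.25 mM) stimulation; lower signal means less secretion.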
D3 antag: blocks the human D3 dopamine receptor; P35462; D3R cells, DiscoveRx beta-arrestin luminescence, antagonist mode; stronger effect = lower value; max response, negative = inhibition, %; 360,000 compounds, 2.5% hits; AID 652054; in the data active = max response below about -50%; inconclusive = no clear call, values can overlap the other calls; also: % is scaled to controls: 0 for no effect and ±100 for the full control effect; mostly tested at two doses, the higher about 12 µM
Target sequence (P35462 whole entry, looked up): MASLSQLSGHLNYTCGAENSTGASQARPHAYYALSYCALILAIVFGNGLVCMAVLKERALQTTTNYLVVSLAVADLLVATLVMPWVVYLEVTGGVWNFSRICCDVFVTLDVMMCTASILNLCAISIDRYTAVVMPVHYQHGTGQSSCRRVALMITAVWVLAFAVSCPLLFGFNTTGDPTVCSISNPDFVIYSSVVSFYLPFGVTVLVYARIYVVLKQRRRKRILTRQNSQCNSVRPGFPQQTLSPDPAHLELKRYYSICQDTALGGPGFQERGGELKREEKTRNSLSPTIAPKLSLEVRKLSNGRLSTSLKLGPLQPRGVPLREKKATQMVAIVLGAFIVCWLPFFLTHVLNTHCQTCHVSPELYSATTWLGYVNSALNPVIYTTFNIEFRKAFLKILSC
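Cells expressing the human receptor were seeded at 1500 cells/well, incubated overnight at 37 degrees C in 5% CO2, then exposed to library compounds with dopamine controls for 90 minutes at 37 degrees C before luminescent detection.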
KB-3-1 cytotox: KB-3-1 parental cell cytotoxicity; 400,000 compounds, 1.4% hits; KB-3-1 viability, CellTiter-Glo ATP luminescence, 72 h; Potency, µM (titrated, usually from 46.1 µM), without a hit: at the highest dose activity change, negative = cytotoxic, hits mostly cytotoxic; also: potency is read from the fitted curve at half-maximal effect; % is scaled to controls: 0 for no effect and ±100 for the full control effect; nearly all actives have a fitted effect of over 60% in size
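72 h, 37 °C compound treatment of KB-3-1 parental cells; CellTiter-Glo added, 10 min, luminescence read. Data corrected against DMSO-only plates and normalized before curve fitting.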
GLP1R ag: GLP-1 receptor (human) agonism; P43220; HEK293 GLP-1R CRE-luciferase, luminescence, 4-6 h; cells express a hypersensitive GLP-1R form; Potency, µM (highest dose often 45.6 µM), for inactives: at the top dose activation, usual class: activators; 380,000 compounds, 0.007% hits; AID 624172; also: potency is read from the fitted curve at half-maximal effect; % of control where 0% means no effect
Target sequence (P43220 whole entry, looked up): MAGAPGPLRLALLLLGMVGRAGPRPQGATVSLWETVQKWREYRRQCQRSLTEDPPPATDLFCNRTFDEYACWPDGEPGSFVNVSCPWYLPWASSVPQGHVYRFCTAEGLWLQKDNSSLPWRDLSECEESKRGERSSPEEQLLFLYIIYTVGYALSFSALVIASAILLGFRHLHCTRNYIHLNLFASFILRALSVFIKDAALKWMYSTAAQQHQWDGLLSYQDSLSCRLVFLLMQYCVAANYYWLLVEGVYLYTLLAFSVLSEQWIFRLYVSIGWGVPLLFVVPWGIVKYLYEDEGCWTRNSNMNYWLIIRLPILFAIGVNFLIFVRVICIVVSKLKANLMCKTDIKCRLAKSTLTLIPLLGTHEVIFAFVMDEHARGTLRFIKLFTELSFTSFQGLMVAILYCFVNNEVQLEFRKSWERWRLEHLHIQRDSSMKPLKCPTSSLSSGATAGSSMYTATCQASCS
KB-V1 MDR tox: KB-V1 MDR subline cytotoxicity. KB-V1 MDR cells viability, CellTiter-Glo, 72 h. Potency, µM (series often up to 46.1 µM), without a hit: at the top dose activity change, negative = cytotoxicity, actives largely listed as cytotoxic. 400,000 compounds, 3.4% hits. AID 1347076; also: potency is read from the fitted curve at half-maximal effect; % is scaled to controls: 0 for no effect and ±100 for the full control effect; nearly all actives have a fitted effect of over 60% in size
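qHTS viability screen in drug-selected KB-V1 MDR cells: 72 h compound treatment at 37 degrees C, ATP luminescence end point.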
D3 ag: D3 dopamine receptor (human) agonism; AID 652048; 410,000 compounds, 0.58% hits; P35462; max activation, %; D3R DiscoveRx beta-arrestin cells, luminescence, 90 min; in the data active = max activation above about 30%; also: 0% is about no effect; mostly tested at two doses, the higher about 12 µM
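Agonist-mode cell screen: cells plated at 1500/well and incubated overnight at 37 °C, then exposed to library compounds for 90 min at 37 °C. Detection reagent was added for 30–60 min at room temperature, and luminescence was read.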
Starred values were filed as active, the others as inactive; ? = inconclusive; nt = no result given; [ ] = dose if it differs, or a comment. Unless noted, calls follow the shape of the dose curve; as a rule, active = well fitted curve in the direction sought with a large enough effect; inconclusive = small, poorly fitted or top-dose-only effect, or another doubt; inactive = no such curve, though single readings can be large; an effect the other way counts as inactive or inconclusive. Compounds were not picked by outcome (roughly 12% active in at least one column).

SMILES | HT1080-NT tox | HT1080 IDH1KD tx | SW480 rereplic | IL1B secr inh | D3 antag | KB-3-1 cytotox | GLP1R ag | KB-V1 MDR tox | D3 ag
C=C1CC(COc2cc(=O)oc3ccccc23)(c2ccccc2)OC1=O (stereo not drawn) | 16µM* | 5.2µM* | 28% | -117* | -114* | 10µM* | -1% | ? | -15
COc1ccc(C2=NN(C(=O)c3cccnc3)C(c3ccccc3)C2)cc1 (stereo not drawn) | 11% | 15% | -1% | -10 | 10 | 6% | 20% | 5% | 3
O=C(Nc1ccc2c(c1)CCC2)c1ccc(F)c(S(=O)(=O)N2CCOCC2)c1 | -1% | -15% | ? | 3 | -4 | ? | 2% | 3.3µM* | -10
COc1ccc(CNC(=O)c2sc(=O)n(Cc3ccc(C)cc3)c2C)cc1OC | 4% | -1% | nt | -25 | -13 | -32% | 9% | 18µM* | 0
CN(C)S(=O)(=O)c1ccc(C(=O)Nc2nnc(Cc3ccccc3)s2)cc1 | ? | 23µM* | ? | -1 | -1 | 4% | -17% | ? | 5
CC(OC(=O)C(NC(=O)c1ccco1)C(C)C)C(=O)Nc1ncc(Cl)cc1Cl (stereo not drawn) | 7% | 2% | -5% | 2 | 0 | 18% | -2% | -7% | 4
O=C(NCCSc1ncc(-c2ccc(F)cc2)[nH]1)c1ccc2c(c1)OCO2 | -6% | -11% | 5% | 11 | 10 | -4% | 7% | -26% | -3
O=C(O)C1CCCCC1C(=O)Nc1cc(Cl)ccc1Cl (stereo not drawn) | 8% | 10% | -5% | 63 | 2 | 1% | -6% | 8% | 4
CCOc1ccc(NC(=O)c2ccc(CNc3c(NC4CCCCC4)c(=O)c3=O)cc2)cc1 | -2% | -2% | -1% | 7 | 8 | -6% | 1% | 4% | -8
O=S(=O)(Nc1ccon1)c1cc(Cl)ccc1Cl | 7% | 10% | 3% | 26 | 5 | 13% | -1% | 0% | 1
CC(C)C[C@H](NC(=O)OC(C)(C)C)C(=O)N/N=C/C1=Cc2ccccc2OC1C (stereo partly drawn) | ? | ? | 23% | ? | -16 | -21% | -4% | 10% | -7
CCCCC[C@@H](C)N1C[C@H](COCc2ccccc2)Oc2cc(N3CC[C@H](O)C3)ccc2S1(=O)=O | ? | ? | nt | -17 | 19 | ? | -4% | -28% | 4
O=C(CN1CCOc2ccccc21)NCc1cccs1 | 8% | 5% | 3% | 0 | 5 | -4% | 19% | 2% | -10
O=C(O)C1CC=CCC1C(=O)Nc1cccc([N+](=O)[O-])c1 (stereo not drawn) | 6% | 12% | -6% | 18 | -2 | 1% | -4% | 20% | -4
Cc1nn(C(C)(C)C)c(OC(=O)c2ccc3c(c2)OCO3)c1Sc1ccccc1 | -23% | ? | 1% | 4 | -22 | -2% | -5% | -7% | -14
Cc1ccc(S(=O)(=O)Cc2ccc(C(=O)NC3CCCCCC3)o2)cc1 | -2% | 10% | -1% | 2 | 7 | -15% | 13% | -18% | -5
Cc1cccc(C)c1OCc1cc(C(=O)N(Cc2c(C)nn(C)c2C)C2CC2)no1 | 0% | ? | -1% | ? | 20 | -7% | 4% | -2% | 23
CO/N=C/C(C(C)=O)C(=O)Nc1ccc(Cl)cc1Cl (stereo not drawn) | -6% | -1% | ? | -17 | 19 | ? | 11% | ? | 5
COc1ccc(-c2ncccc2OC(=O)C23CC4CC(CC(C4)C2)C3)cc1OC | -11% | -27% | -5% | 5 | 28 | 1% | 9% | -5% | 7
Cc1ccc(CNC(=O)CN2C(=O)COc3ccc(S(=O)(=O)Nc4ccccc4)cc32)cc1 | nt | nt | nt | nt | nt | 15% | 0% | 0% | -17
CC1=CC(=C(C#N)C#N)C=C(C)N1CCC(C)C | -4% | -2% | ? | -3 | -1 | 2% | 4% | 1% | 0
O=C(Nc1ccnn1C1CCN(C(=O)CCc2ccc(F)cc2)CC1)C1CCOC1 (stereo not drawn) | 9% | 10% | -1% | -12 | 5 | nt | -5% | nt | 6
CCOc1cc(S(=O)(=O)NCc2ccncc2)c(C)cc1C | -21% | -2% | -14% | 35 | 1 | 1% | 8% | -9% | -2
CSc1nsc(SC)c1C(=O)O | ? | 8% | -8% | -5 | -18 | -1% | -2% | -10% | -7
CC(=O)Nc1ccc(S(=O)(=O)NCCC(=O)OCC(=O)c2ccccc2)cc1 | -4% | 3% | -5% | 8 | 0 | 11% | 9% | ? | 1
Cc1ccc(S(=O)(=O)n2c(N)nc3ccccc32)cc1 | -23% | -27% | 11% | 11 | 24 | -21% | 10% | 0% | 4
Cc1noc(C)c1C(=O)OCC(=O)NC(c1ccccc1)c1ccccc1 | ? | -12% | -8% | -4 | 20 | -7% | -3% | 0% | -20
CCN(CC)C(=O)C1CCCN(C(=O)Nc2ccc3nsnc3c2)C1 (stereo not drawn) | 7% | 10% | -17% | 4 | ? | 0% | 6% | -12% | 3
CC(=O)Nc1ccc(NCC(=O)c2ccccc2)cc1 | 3% | 5% | 1% | 69 | -23 | 5% | -5% | 11% | -29
COc1cccc(NC(=O)c2ccc(NC(=O)C(C)(C)C)cc2)c1 | -1% | -10% | -134%[inhibitor] | -3 | -4 | -8% | 0% | 23µM* | -6

Record cards (already shown):
Cc1ccc(CNC(=O)CN2C(=O)COc3ccc(S(=O)(=O)Nc4ccccc4)cc32)cc1 is listed as HT1080-NT tox = nt; HT1080 IDH1KD tx = nt; SW480 rereplic = nt; IL1B secr inh = nt; D3 antag = nt; KB-3-1 cytotox = 15%; GLP1R ag = 0%; KB-V1 MDR tox = 0%; D3 ag = -17
CSc1nsc(SC)c1C(=O)O is listed as HT1080-NT tox = ?; HT1080 IDH1KD tx = 8%; SW480 rereplic = -8%; IL1B secr inh = -5; D3 antag = -18; KB-3-1 cytotox = -1%; GLP1R ag = -2%; KB-V1 MDR tox = -10%; D3 ag = -7
CO/N=C/C(C(C)=O)C(=O)Nc1ccc(Cl)cc1Cl (stereo not drawn) is listed as HT1080-NT tox = -6%; HT1080 IDH1KD tx = -1%; SW480 rereplic = ?; IL1B secr inh = -17; D3 antag = 19; KB-3-1 cytotox = ?; GLP1R ag = 11%; KB-V1 MDR tox = ?; D3 ag = 5

(list continues)
SMILES | HT1080-NT tox | HT1080 IDH1KD tx | SW480 rereplic | IL1B secr inh | D3 antag | KB-3-1 cytotox | GLP1R ag | KB-V1 MDR tox | D3 ag
CC(C)(C)c1ccc(C(=O)/C(C#N)=C/c2cccs2)cc1 | -4% | 1% | 1% | -11 | -1 | ? | 22% | 15% | 6
O=C(COC(=O)Cc1ccc(Cl)cc1)Nc1ccc2[nH]c(=O)[nH]c2c1 | 6% | 17% | -5% | 24 | -8 | -2% | -13% | 4% | 3
Cc1ccc(S(=O)(=O)N/N=C/c2cccc3nccnc23)cc1 | 2% | -4% | 1% | 5 | -2 | -3% | -5% | -9% | -6
Cn1c(=O)c2c(ncn2CC(=O)N2CCN(C(=O)c3ccco3)CC2)n(C)c1=O | 18% | 10% | 0% | 16 | 7 | 12% | 0% | 3% | 3
CCCn1cnc2c(cnn2-c2ccc(F)cc2)c1=O | -4% | -5% | -2% | -16 | -5 | ? | 5% | 0% | 3
CCN(CC)C(=O)C1=C(C)Nc2ncnn2C1c1cccnc1 (stereo not drawn) | -1% | 7% | 2% | 12 | 17 | 9% | -6% | 10% | 2
CCOc1ccc(OCC)c(NC(=O)Cn2cccc2)c1 | 1% | 11% | -11% | -1 | 13 | 10% | 1% | ? | -1
CC1CCCN(C(=O)CSCC(=O)N=c2sc3ccccc3n2C)C1 (stereo not drawn) | -1% | 0% | -3% | 6 | 22 | 2% | 17% | -13% | 1
COc1ccccc1N(C(=O)c1ccco1)C(C(=O)NC1CCCC1)c1cccnc1 (stereo not drawn) | 9% | 0% | -8% | 13 | ? | -4% | 9% | -25% | 1
CC(=O)N(C1=C(O)c2ccccc2C(=O)C1=O)C1CCCCC1 | 1% | -12% | -3% | 2 | -17 | 0% | -12% | 3% | -31
CSCC[C@H](N)C(=O)N1CCC(C(=O)N[C@@H](C)C(=O)NCc2ccc(F)cc2)CC1 | 1% | 4% | -5% | 13 | 5 | 0% | 0% | 15% | 31*
Cc1cc(OCC(=O)N2CCC(O)CC2)c2c(C)cc(=O)oc2c1 | 0% | 2% | 0% | -7 | -6 | -3% | 7% | 21% | 2
COc1ccccc1OC(=O)c1ccc(S(=O)(=O)N(C)C)cc1 | 3% | 7% | 0% | -3 | 17 | 7% | -11% | ? | 1
COc1ccccc1NS(=O)(=O)c1ccc2oc(SC)nc2c1 | -5% | -13% | -5% | 42 | 14 | ? | 7% | ? | -9

Some entries already given, limited to KB-3-1 cytotox and GLP1R ag:
Molecule	KB-3-1 cytotox	GLP1R ag
CC(C)(C)c1ccc(C(=O)/C(C#N)=C/c2cccs2)cc1	?	22%
O=C(COC(=O)Cc1ccc(Cl)cc1)Nc1ccc2[nH]c(=O)[nH]c2c1	-2%	-13%
